# High-throughput results deposited in PubChem BioAssay by National Center for Advancing Translational Sciences (NCATS).
# DT40 TDP1 no CPT: qHTS for Inhibitors of human tyrosyl-DNA phosphodiesterase 1 (TDP1): qHTS in cells in absence of CPT. DT40 Tdp1-/- hTDP1 cells, no CPT, ATP luminescence, 48 h. Potency, µM (top dose mostly 46.2 µM), inactives show at the highest dose activity change, negative = growth inhibition, hits mostly inhibitors. hit rate 15% among 420,000. AID 686978, 2013; note: nearly all actives have a fitted effect of over 55% in size
#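 Stably hTDP1-transfected Tdp1-null chicken DT40 cells were treated with library compounds minus camptothecin and grown for at least 48 hr at 37 °C, after which cellular ATP was quantified by luminescence.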
# GCN5L2 inh: blocks human GCN5L2 histone acetyltransferase; Potency, µM (series often up to 58.9 µM), without a hit: at the top dose activity change, negative = inhibition, usual class: inhibitors; AID 504327; GCN5L2 HAT assay, ThioGlo1 CoA-SH fluorescence; Q92830; hit rate 0.21% among 390,000
# Target sequence (Q92830 whole entry, looked up): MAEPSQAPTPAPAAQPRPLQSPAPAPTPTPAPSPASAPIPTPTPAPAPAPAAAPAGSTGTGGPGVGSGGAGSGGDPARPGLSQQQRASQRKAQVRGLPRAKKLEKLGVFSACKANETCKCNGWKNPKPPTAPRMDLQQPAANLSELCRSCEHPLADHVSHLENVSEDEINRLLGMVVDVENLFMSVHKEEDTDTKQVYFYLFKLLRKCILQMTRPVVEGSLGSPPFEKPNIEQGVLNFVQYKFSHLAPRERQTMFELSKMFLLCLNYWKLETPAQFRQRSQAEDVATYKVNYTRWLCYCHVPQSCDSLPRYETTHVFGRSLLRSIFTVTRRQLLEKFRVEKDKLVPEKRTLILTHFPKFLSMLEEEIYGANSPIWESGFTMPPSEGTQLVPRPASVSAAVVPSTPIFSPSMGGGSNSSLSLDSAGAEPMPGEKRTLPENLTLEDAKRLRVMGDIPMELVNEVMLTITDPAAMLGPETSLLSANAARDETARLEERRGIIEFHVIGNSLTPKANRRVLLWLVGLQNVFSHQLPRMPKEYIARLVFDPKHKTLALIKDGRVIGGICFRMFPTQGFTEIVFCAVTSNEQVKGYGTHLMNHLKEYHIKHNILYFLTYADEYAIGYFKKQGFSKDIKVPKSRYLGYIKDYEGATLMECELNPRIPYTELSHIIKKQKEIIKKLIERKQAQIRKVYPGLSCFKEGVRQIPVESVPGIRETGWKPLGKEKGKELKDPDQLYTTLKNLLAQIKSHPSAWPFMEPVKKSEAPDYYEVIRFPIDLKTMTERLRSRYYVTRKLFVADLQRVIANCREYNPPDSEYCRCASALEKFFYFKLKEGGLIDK
#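 Free CoA generated was detected with ThioGlo1 (50uM) fluorescence at Ex340nm/Em540nm, read immediately and after 20 min at room temperature. Enzyme, 20 nM in HEPES pH 7.5 buffer, saw compounds 15 min before adding 75uM H3(1-25) peptide and 70uM acetyl-CoA.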
# DT40 TDP1 CPT: DT40-hTDP1 cell growth loss with CPT; chicken DT40 Tdp1-/-;hTDP1 cells + 20 nM CPT, ATP luminescence, 48 h; Potency, µM (doses to about 46.2 µM), for the others: at the top dose activity change, negative = growth inhibition, most hits filed as inhibitors; hit rate 12% among 420,000; note: nearly all actives have a fitted effect of over 55% in size
#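 Chicken DT40 Tdp1-/- cells complemented with human TDP1, 400 cells/well, exposed to compounds plus 20 nM camptothecin for at least 48 h at 37 C; viability read as ATP content by CellTiter-Glo luminescence.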
# * = called active by the depositor; u = inconclusive; x = no result given; & = joins results of further samples; [ ] = another dose, or the depositor's remark. Calls come from the whole dose curve; as a rule, active = well fitted curve in the direction sought with a large enough effect; inconclusive = small, poorly fitted or top-dose-only effect, or another doubt; inactive = no such curve, though single readings can be large; an effect the other way counts as inactive or inconclusive. % is set by controls: 0 for no effect and ±100 for the full control effect; potency is the fitted concentration of half-maximal effect. An excerpt; the hit share may differ from the screen's.
compound	DT40 TDP1 no CPT	GCN5L2 inh	DT40 TDP1 CPT
COc1cc(-c2nc3c[n+](CC(=O)c4ccccc4)ccc3n2C)cc(OC)c1OC	-2%	0%	4%
O=S(=O)(c1ccccc1)N1CCN=C1SCc1c(F)cccc1Cl	u	u	13µM*
Cc1ccc(NC(=O)c2ccccc2Br)c(C(=O)c2ccccc2)c1	-30%	-2%	-14%
COc1cc(CNC2CCCC2)cc(Cl)c1OCc1ccc(F)cc1	15µM*	-6%	u
O=C(Nc1ccc(F)cc1F)c1cc(CN2CCOCC2)on1	7%	0%	8%
CN(C)c1cccc(C(=O)OCC(=O)NCC2CCCO2)c1 (stereo unspecified)	3%	-5%	-21%
O=C(/C(=C(\[O-])c1ccccc1)[n+]1ccc2ccccc2c1)c1ccccc1	u	2%	3%
COc1ccccc1N1CCN(C(=O)c2ccc(COc3cccc4c3OC(C)(C)C4)cc2)CC1	16µM*	-12%	u

# The final 2 compounds of the part before are carried over, then new ones follow.
compound	DT40 TDP1 no CPT	GCN5L2 inh	DT40 TDP1 CPT
O=C(/C(=C(\[O-])c1ccccc1)[n+]1ccc2ccccc2c1)c1ccccc1	u	2%	3%
COc1ccccc1N1CCN(C(=O)c2ccc(COc3cccc4c3OC(C)(C)C4)cc2)CC1	16µM*	-12%	u
O=C1CN(CC(=O)NC2CCCc3ccccc32)CCN1 (stereo unspecified)	12%	-12%	0%
COc1cccc(-c2cnc3c(NC=O)cc(-c4ccccc4Oc4ccccc4)cn23)c1	u	x	u
CCOC(=O)C1(CCOc2ccccc2)CCN(Cc2cccn2-c2ncccn2)CC1	u	-5%	u
CCCCNS(=O)(=O)c1ccc(C)c(-c2nnc3c4ccccc4c(C)nn23)c1	16µM*	-1%	u
Cc1ccc(CN2CCN(c3cccc4[nH]ccc34)CC2)cc1	u	-2%	16µM*
COc1cc(C(=O)OCC(=O)NC2CCCCCC2)ccc1OCC(C)C	3.3µM*	-8%	u
Cc1c(Cl)c(C(=O)NNC(=S)Nc2ccc(F)cc2)nn1C	-19%	-12%	-6%
CCOC(=O)C1(CCCc2ccccc2)CCN(C(=O)Cn2nc(C)nc2C)CC1	u	1%	23µM*
Cn1c(=O)n(CCCOc2ccc(Cl)cc2)c2ccccc21	18µM*	0%	15µM*
Cc1ccc(CCNC(=O)c2nnn(-c3cc(C)cc(C)c3)c2N)cc1	u	15%	-27%
CCOC(=O)c1cnc2ccc(C)cc2c1Nc1ccc(N(CC)CC)cc1	6.5µM*	-9%	12µM*
Cn1nc([N+](=O)[O-])nc1S(C)(=O)=O	4.6µM*	3%	4.6µM*
O=C(CCNc1ccc(Cc2ccncc2)cc1)c1cccc([N+](=O)[O-])c1	16µM*	-9%	18µM*
OC(COCc1cccs1)CN1CCN(c2cccc(Cl)c2)CC1 (stereo unspecified)	-90%	-7%	-78%
COc1ccc(S(=O)(=O)Nc2nnc(C)s2)cc1	0%	-3%	-25%
Cc1ccc(CSCc2nnc(SCC(=O)N3CCN(c4ccccc4)CC3)n2C)cc1	16µM*	-8%	u
COc1ccc(S(=O)(=O)N2CCC(C(=O)NCc3ccccn3)CC2)cc1Cl	-18%	-10%	-5%
CC(C)(C)N(Cc1ccccc1)C(=O)COC(=O)c1ccc(Br)o1	u	-2%	-3%
Cc1cc(C)cc(NC(=O)CSc2nc3c(cnn3-c3ccc(F)cc3)c(=O)[nH]2)c1	0%	3%	3%
CCn1cc(C(=O)N2CCc3ccccc32)c(=O)c2cc(S(=O)(=O)N3CCCCCC3)ccc21	-11%	-22%	-20%
CCn1c(=O)c(C(=O)Nc2ccc(C(C)=O)cc2)nc2ccccc21	-14%	0%	-15%
CCOC(=O)c1cc(NC(=O)c2ccc(Cl)cc2)c(=O)oc1-c1ccccc1	u	-7%	u
C/C(=N/NC(=O)Cc1cccs1)c1ccco1	23µM*	-6%	u
CCN(CC)c1ccc(C(=O)OCC(=O)N2CCN(c3ccccc3)CC2)cc1	-20%	8%	-26%
COc1ccc(S(=O)(=O)Nc2ccc3oc(C)c(C(C)=O)c3c2)cc1	5.2µM*	-2%	3.3µM*
COc1ccc(NC(=O)[C@H](NC(=O)[C@@H]2Cc3ccccc3CN2)c2ccccc2)cc1	8%	-4%	-25%
COc1ccccc1CNC(=O)CCC1N=C2c3ccccc3N=C(SCC(N)=O)N2C1=O (stereo unspecified)	3.7µM*	1%	29µM*
CN(C)c1nc(NCc2ccccc2)nc(N/N=C/c2ccc(Cl)cc2Cl)n1	u	-4%	23µM*
CC(=O)c1cccc(OCC(=O)N2CCN(c3ccc(C(F)(F)F)cn3)CC2)c1	15µM*	-2%	u
COc1cc(Br)c(C[N+]2(CCOCCC3CCC4CC3C4(C)C)CCOCC2)cc1OC (stereo unspecified)	1.9µM*	x	1.9µM*
C[C@]12CCC(=O)C[C@@H]1CC[C@@H]1[C@@H]2CC[C@]2(C)C=CC[C@@H]12	u	2%&1%	28%&-17%
CCOc1cc(/C=N/NC(=O)CCn2nc(C)cc2C)ccc1O	29%	-2%	21%

# Among those listed so far, these have an NH in an aromatic ring.
compound	DT40 TDP1 no CPT	GCN5L2 inh	DT40 TDP1 CPT
Cc1ccc(CN2CCN(c3cccc4[nH]ccc34)CC2)cc1	u	-2%	16µM*
Cc1cc(C)cc(NC(=O)CSc2nc3c(cnn3-c3ccc(F)cc3)c(=O)[nH]2)c1	0%	3%	3%

# Other compounds:
compound	DT40 TDP1 no CPT	GCN5L2 inh	DT40 TDP1 CPT
NC(=S)NN=Cc1nccc2ccccc12	2.1µM*	x	2.3µM*
Cc1ccc(CNC(=O)c2cn(C)c(=O)c3c2c2ccccc2n3C)o1	u	-9%	u
COC(=O)c1c(C)oc2ccc(N(C(=O)c3ccncc3)S(=O)(=O)c3ccc4ccccc4c3)cc12	15µM*	12%	23µM*
COc1cc(NC(=O)CCn2nc(C)cc2C)cc(OC)c1OC	-13%	27%	-14%
CN(C)CCN(C(=O)CN1C(=O)c2ccccc2C1=O)c1nc2cc3c(cc2s1)OCCO3	3%	2%	-10%
O=C(CN1C(=O)S/C(=C\c2ccc(Cl)cc2)C1=O)NNC(=O)c1ccccc1O	-17%	-7%	-14%
CCCCCCCC(=O)N/N=C/c1ccco1	-11%	-9%	-6%
CCc1ccc(C(=O)COC(=O)C(Cc2c[nH]c3ccccc23)NC(=O)c2ccc(CC)cc2)cc1 (stereo unspecified)	u	-6%	u
Cc1ccc(N2CC(c3nc4ccccc4n3C)CC2=O)cc1C (stereo unspecified)	u	-2%	-18%
CN1CCN(Cc2c(O)ccc3c(=O)c(Oc4ccccc4Cl)c(C(F)(F)F)oc23)CC1	-7%	0%	u
CC1(C)CC(NC(=O)C(c2ccccc2)c2ccccc2)CC(C)(C)N1	23%	0%	5%
O=C(CC(C(=O)O)c1ccc(Cl)cc1)c1ccccc1 (stereo unspecified)	-17%	-3%	3%
CCN(CC(=O)Nc1c(F)cccc1F)C(=O)CCSc1ccc(C)cc1	-14%	-8%	-12%
O=C(Nc1ccc2c(c1)OCO2)N1CCN(c2ncc(C(F)(F)F)cc2Cl)CC1	12µM*	-4%	21µM*
Cc1ccc(NC(=O)CN2C(=O)S/C(=C\c3ccc(C(=O)O)cc3)C2=O)cc1	-13%	-8%	2%
COc1ccc(C(=O)NCCN2CCCC2)cc1[N+](=O)[O-]	3%	-12%	4%
Cc1ccccc1Cn1c(C(=O)O)c(CNCc2cccc(F)c2)c2ccccc21	-19%	-13%	-20%
COCCOC(=O)C1=C(C)OC(N)=C(C#N)C1c1cc2cccc(C)c2nc1Cl (stereo unspecified)	u	1%	u
CCOc1ccc(Br)cc1S(=O)(=O)NCc1ccncc1	-2%	12%	2%
COc1ccc(NC(=O)c2cccc(-n3cnnn3)c2)cc1	-13%	-2%	-14%
COc1ccc(NC(=O)Cn2c(SCc3ccc(C)cc3)nc3cccnc32)cc1OC	1.6µM*	3%	2.3µM*
COc1ccc2[nH]cc(CCNC(=S)NC3CCCC3)c2c1	-3%	-5%	1%
Cc1ccc(-c2noc(CSc3ccccc3)n2)cc1	-11%	-9%	2%
Cc1ccccc1Cn1cc(S(=O)(=O)c2ccc(F)cc2)c(=O)c2cc3c(cc21)OCO3	u	-2%	u
O=[N+]([O-])c1ccccc1CN1CCN(c2ncccn2)CC1	u	-18%	-11%
Cc1ccn2c(=O)cc(COc3ccc(NC(=O)COc4ccc(Cl)cc4)cc3)nc2c1	-1%	-4%	-2%
Cc1cccc(-n2ncc3c2CCCC3NC(=O)CCCN2CCCCC2=O)c1C (stereo unspecified)	-21%	-4%	-26%
CCCN(CC(=O)Nc1ccccc1OC)C(=O)C1=COCCO1	3%	-4%	-13%
N#Cc1c(-c2ccc(C(F)(F)F)cc2)cc(-c2ccccc2)[nH]c1=S	u	-3%	u
Cc1ccc(-n2cc(CN3CCNC(=O)CC3)c(-c3ccc(F)cc3)n2)cc1	u	2%	u
O=C(Nc1ccncc1)C1CCN(S(=O)(=O)c2c(Cl)cccc2Cl)CC1	18µM*	0%	u
Cc1ccc(S(=O)(=O)Nc2ccccc2C=NNC(=O)c2ccncc2)cc1	u	x	-26%
CCCCNC(=O)c1ccc2c(c1)N=C(CC)c1ccccc1S2	4.6µM*	-9%	4.1µM*
CC(C)C(=O)Nc1ccccc1-c1nc2ccccc2[nH]c1=O	8%	-10%	30%[activator]
COc1cccc(C(CNc2ccc(S(=O)(=O)N3CCN(C)CC3)cc2[N+](=O)[O-])N(C)C)c1 (stereo unspecified)	u	-6%	23µM*
CN(CCOC(=O)c1cccc(Br)c1)C(C)(C)C	u	2%	-4%
CCOC(=O)c1[nH]c2ccccc2c1N=CN(CC)CC	-15%	-9%	-5%
O=C(CN(CC1CCCO1)C(=O)CNS(=O)(=O)c1ccc(F)cc1)NCC1CCCO1 (stereo unspecified)	-2%	-3%	-1%
Cc1cccc(CNC(=O)c2cnn(-c3nccc(-c4ccccc4F)n3)c2C2CC2)n1	1%	x	-1%[9.04 µM]
O=C(O)c1cccc(Nc2ccncc2[N+](=O)[O-])c1	18µM*	2%	u
O=C(O)c1ccc(S(=O)(=O)c2ccccc2C(=O)O)c([N+](=O)[O-])c1	-8%	4%	13%
O=C(NC(=S)NCCN1CCOCC1)c1ccc(Cl)cc1	-10%	0%	-1%
COc1ccc(/C=C2\SC(=O)N(CC(=O)NNC(=O)c3ccccc3O)C2=O)cc1	-24%	-7%	9%
CCOc1ccc(N/C(N)=N/c2nc(CSc3nnnn3-c3ccccc3)cc(=O)[nH]2)cc1	u	2%	16µM*
COc1ncnc2c1oc1nc(C)c3c(c12)CC(C)(C)OC3	u	u	5%
Cc1nc(CN(C)C(=O)CC2C(=O)NCCN2Cc2ccc(-c3ccccc3)cc2)cs1 (stereo unspecified)	u	-18%	u
COc1ccccc1-c1cc(C(=O)NCc2ccccc2)c2c(-c3ccc(C)cc3)[nH]nc2n1	u	-20%	23µM*
Cc1cc(C(=O)N2CCCC2C(=O)O)c(C)o1 (stereo unspecified)	-11%	3%	-9%
CC1(O)CCC(C(C)(C)O)CC1 (stereo unspecified)	-6%	-3%&17%	0%
CC(NC(=O)CN(C)Cc1cccc(F)c1)c1ccccc1 (stereo unspecified)	1%	-7%	-8%
O=[N+]([O-])c1ccc(Cl)c(/C=N/Nc2nc(N3CCOCC3)nc(N3CCOCC3)n2)c1	-14%	-9%	-20%
COc1ccc(NC(=O)CCCn2c(=O)c3cccn3c3ccccc32)c(OC)c1	10µM*	-9%	13µM*
CCOc1ccccc1Nc1nnc(SCC(=O)Nc2ccc3[nH]c(=O)[nH]c3c2)s1	-13%	17%	0%
Cc1cc(C(=O)NCC(=O)OCC(=O)Nc2ccc(OC(F)F)cc2)ccc1[N+](=O)[O-]	3%	-4%	3%
O=C[C@H](O)[C@@H](O)[C@H](O[C@H]1O[C@H](CO)[C@@H](O[C@H]2O[C@H](CO)[C@@H](O)[C@H](O)[C@H]2O)[C@H](O)[C@H]1O)[C@H](O)CO	-2%	x	-6%
O=C(Oc1ccccc1)N1CCC2(CC1)CCN(c1cccc(-c3ccccc3)c1)CC2	u	-2%	u
O=c1c2ccccc2oc2cc(NCCCn3ccnc3)ccc12	u	u	u
CCc1cc(=O)oc2c(C)c(OCC(=O)N3CCCc4ccccc43)ccc12	u	1%	18µM*
c1ccc(-c2ccccc2OCCOCCN2CCCCC2)cc1	u	1%	23µM*
